Screening results deposited in PubChem by several laboratories.
CTSL1 counter = counter-screen for PFM18AAP inhibitors: inhibitors of F. hepatica cathepsin L1; recombinant F. hepatica cathepsin L1, Z-Leu-Arg-MCA fluorescence; inhibition, % at 5.96 µM; actives 0.49% (n = 300,000); AID 1906;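 active = inhibition above the mean of all tested compounds plus 3 SD, set per screening campaign, cut at about 17% in these data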;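 note: 0% = plate median of test compound wells and 100% = 1 µM Z-Phe-Ala-diazomethylketone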
procasp7 counter = activates human procaspase-7, counter-screen for procaspase-3 activators. actives 0.093% (n = 330,000). recombinant procaspase-7, Ac-DEVD-pNA absorbance 405 nm; D23A/D198A/D206A triple mutant, cannot self-cleave; scale: DMSO 0, 5 µM enzyme 100. activation, % at 8.5 µM. P55210;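 active = percent activation above the screen-wide mean plus 3 SD, cut at about 25% in these data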
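Assay system: Uncleavable procaspase-7 mutant enzyme | Input: 2 µM procaspase-7 mutant as dispensed | Timing: 1 h compound preincubation, 2 h substrate cleavage, 25 °C | Repeats: One well per compound | Control set: DMSO wells as 0%, DMSO with 5 µM added PC-7 as 100% | Technique: Epi-absorbance of released pNA at 405 nm, two timepoints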
TPT1 inhibitor = C. albicans TPT1 enzyme inhibition. AID 1962. actives 0.81% (n = 300,000). inhibition, % at 5 µM. recombinant caTPT1, FP RNA substrate dephosphorylation;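 active = inhibition above the mean of all tested compounds plus 3 SD, set per screening campaign, cut at about 24% in these data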;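 note: plate controls were DMSO alone for no effect and ferristatin control at 100 nM for full effect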
PP5 primary = inhibitors of human protein phosphatase 5 (PP5) | inhibition, % at 6.7 µM | AID 1987 | actives 0.18% (n = 320,000) | purified PP5c, OMFP substrate fluorescence | P53041;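 active = inhibition above the campaign's mean inhibition across all tested compounds plus 3 SD, cut at about 9.5% in these data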;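 note: 0% = DMSO only and 100% = 100 µM cantharidin control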
Target sequence (P53041 whole entry, looked up): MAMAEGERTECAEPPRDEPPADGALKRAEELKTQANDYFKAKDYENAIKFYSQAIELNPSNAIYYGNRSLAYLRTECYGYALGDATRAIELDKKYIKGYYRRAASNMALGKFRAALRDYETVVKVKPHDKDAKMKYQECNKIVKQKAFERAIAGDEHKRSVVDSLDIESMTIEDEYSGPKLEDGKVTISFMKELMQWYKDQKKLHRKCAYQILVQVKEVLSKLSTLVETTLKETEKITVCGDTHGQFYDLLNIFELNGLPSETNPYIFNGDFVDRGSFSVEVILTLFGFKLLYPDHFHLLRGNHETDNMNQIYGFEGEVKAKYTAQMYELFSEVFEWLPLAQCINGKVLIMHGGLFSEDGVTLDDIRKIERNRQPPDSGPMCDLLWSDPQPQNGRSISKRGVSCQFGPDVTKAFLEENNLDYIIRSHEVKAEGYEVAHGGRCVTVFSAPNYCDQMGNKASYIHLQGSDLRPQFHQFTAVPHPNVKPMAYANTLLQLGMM
JMJD2C inh = inhibitors of human GASC-1 (JMJD2C) demethylase | actives 0.069% (n = 330,000) | inhibition, % at 2.35 µM | GST-JMJD2C(1-420) H3K9me3 demethylation, DELFIA europium;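 active = more than half of a compound's replicate wells show inhibition beyond 50%, single wells judged on their own value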;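 note: signal counts dimethyl H3K9 product captured on neutravidin plate; 0% = median of DMSO wells and 100% = 0.3 times that DMSO median; strong numbers were not always called active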
HCV core dimer = HCV core protein dimerization inhibition. TR-FRET GST/Flag-core106 dimerization, 1536-well. inhibition, % at 5 µM. actives 0.33% (n = 300,000);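 active = inhibition above the mean of all tested compounds plus 3 SD, set per screening campaign, cut at about 45% in these data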
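Material: GST/Flag-tagged HCV core106 proteins. Incubation: 4 h, 22.5 °C incubation. Read-out basis: inhibition (%) from 671 over 617 nm ratio. Measured by: TR-FRET, excitation 340 nm, emission 617 and 671 nm.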
Efflux pump inh = blocks antifungal efflux pumps in multiplex yeast assay; S. cerevisiae Candida pump triplex, Nile Red efflux; inhibition, % at 10 µM; actives 0.44% (n = 330,000); AID 485275;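 active = plate passing quality check with inhibition over a set limit, or well fluorescence over plate mean plus 4 SD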;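 note: Nile Red retained in pooled yeast measured as flow cytometry median fluorescence; 0% = buffer negative control and 100% = Enniatin B positive control; higher means more Nile Red kept so more efflux inhibition; some compounds called inactive have numbers as strong as hits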
PP1 counter = blocks human PP1-alpha phosphatase, a PP5 counter-screen; P62136; purified PP1alpha, OMFP fluorescence; inhibition, % at 6.7 µM; actives 0.9% (n = 320,000);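 active = inhibition above the mean inhibition of all tested compounds plus 3 SD, computed separately for each screening campaign, cut at about 15% in these data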
procasp3 activ = activates human procaspase-3. activation, % at 8.5 µM. recombinant procaspase-3 D3A, Ac-DEVD-pNA absorbance 405 nm. AID 463141. actives 0.11% (n = 330,000). P42574;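 active = activation above the mean of all tested compounds plus 3 SD, cut at about 21% in these data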;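 note: 0% = DMSO alone and 100% = DMSO wells spiked with extra 5 µM PC-3 D3A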
Target sequence (P42574 whole entry D9A/D28A/D175A): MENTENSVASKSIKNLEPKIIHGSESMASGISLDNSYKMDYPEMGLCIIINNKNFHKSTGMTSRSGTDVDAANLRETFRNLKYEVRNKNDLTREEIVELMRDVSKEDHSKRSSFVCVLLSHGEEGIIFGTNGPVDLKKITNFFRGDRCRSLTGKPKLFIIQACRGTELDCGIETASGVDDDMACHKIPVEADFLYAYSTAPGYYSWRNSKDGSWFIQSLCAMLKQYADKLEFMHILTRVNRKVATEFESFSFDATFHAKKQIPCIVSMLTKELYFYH
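material = Procaspase-3 D3A mutant | probe or stimulus = Ac-DEVD-pNA | compound = single dose, 8.5 µM nominal compound, 0.8% DMSO | timing = 1 h preincubation, 2 h reaction | measured by = 405 nm absorbance of p-nitroaniline, reads at 0 and 120 min | benchmarks = DMSO-only low control, 5 µM PC-3 D3A high control | repeats = singlicate, each compound tested once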
Numbers without * were called inactive; / = no result given. No enrichment for hits; 2.9% or so of the library scored in one or more.

1) O=[n+]1cc(-c2ccccc2)n([O-])c2c1CCCCC2
2) COc1ccc(Oc2ccc(C(F)(F)F)cc2NC(=O)CC(CC(=O)O)c2ccccc2)cc1 (stereo not given)
3) COc1cc(C2c3c(oc4ccccc4c3=O)C(=O)N2CCN2CCOCC2)cc(OC)c1OC (stereo not given)
4) CCOC(=O)C1(CCOc2ccccc2)CCN(Cc2ccc(C)o2)CC1
5) FC(F)(F)c1ccc(CN2C[C@@H]3C(c4ccc(C(F)(F)F)cc4)C4(c5cccnc5)CC3(C4)[C@H]2c2ccccc2)cc1 (stereo not given in full)
6) COc1cccc(CNC(=O)CSc2nc(=O)n(Cc3ccncc3)c3c2CCC3)c1
7) O=C(CCSc1nnc2scc(-c3ccccc3)n12)NCc1ccc2c(c1)OCO2
8) Cc1cccc(N2CCN(C(=O)C3CCCCC3)CC2)c1C
9) Cc1c(Br)c([N+](=O)[O-])nn1C(C)C(=O)NCC1CCCO1 (stereo not given)
10) CCOC(=O)N1CCN(C(=O)Nc2ccccc2Cl)CC1
Compound | 1 | 2 | 3 | 4 | 5 | 6 | 7 | 8 | 9 | 10
CTSL1 counter | 2 | 4 | 1 | 5 | 2 | 0 | 2 | 8 | -2 | -3
procasp7 counter | 2 | -3 | -4 | 5 | 9 | 4 | -1 | 1 | 6 | -4
TPT1 inhibitor | 1 | -1 | -8 | -2 | -2 | 4 | -3 | -1 | -2 | 0
PP5 primary | 0.8 | 0.7 | 0.8 | 1.1 | 2.0 | -0.9 | 0.6 | 2.1 | -1.4 | -0.5
JMJD2C inh | -6 | 0 | -5 | 6 | 2 | -4 | -11 | -2 | -3 | -5
HCV core dimer | -3 | 9 | 1 | -4 | 2 | 0 | 3 | 0 | 2 | 0
Efflux pump inh | -0.3 | 0.0 | 0.0 | -0.1 | 0.3 | 0.0 | 0.1 | 0.1 | 0.0 | -0.1
PP1 counter | 3 | -1 | -2 | 1 | 1 | 0 | 4 | -2 | 0 | 0
procasp3 activ | 0 | 2 | 3 | 0 | 3 | 7 | 6 | -2 | 5 | 2

11) O=C(CSc1nncn1-c1ccccc1)Nc1cc(Cl)cc(Cl)c1
12) CCN(CC(=O)Nc1ccc2c(c1)OCCO2)C(=O)c1ccc(C)c(S(=O)(=O)N2CCOCC2)c1
13) CC(=O)c1ccc(OCC(O)CN(C)CCOc2ccc(Br)cc2)cc1 (stereo not given)
14) COc1ccc(C[C@H](N)C(=O)N[C@H]2[C@@H](O)[C@H](n3cnc4c(N(C)C)ncnc43)O[C@@H]2CO)cc1
15) CNC(C)C#Cc1ccc2c(=O)c3ccccc3oc2c1 (stereo not given)
16) Cn1ccnc1SCC(=O)NCC(=O)Nc1ccc(F)c(F)c1F
17) COc1ccc(OC)c(CCNC(=O)c2ccc3c(c2)N(Cc2ccccc2)CCS3)c1
18) Cc1ccc(C(=O)C(C)OC(=O)Cn2cnc3c2c(=O)n(C)c(=O)n3C)cc1 (stereo not given)
19) CCOC(=O)CCCNC(=O)CCNC(=O)c1ccc(OCC(C)C)cc1
20) Cc1ccccc1C(=O)Nc1ccnn1C1CCN(Cc2cnn(C)c2)CC1
Compound | 11 | 12 | 13 | 14 | 15 | 16 | 17 | 18 | 19 | 20
CTSL1 counter | 0 | -2 | -3 | -3 | -2 | / | 2 | 4 | -4 | -1
procasp7 counter | 9 | -2 | -5 | -3 | 3 | -6 | 3 | 3 | -1 | 2
TPT1 inhibitor | -2 | -1 | 0 | -1 | 5 | / | 0 | -3 | -3 | -1
PP5 primary | 1.9 | 0.0 | 0.8 | 0.3 | 2.1 | / | 3.5 | 0.6 | -0.4 | 1.5
JMJD2C inh | -3 | 4 | 10 | / | 9 | -2 | -5 | 9 | -4 | -3
HCV core dimer | 2 | 2 | -8 | 1 | 5 | / | 8 | 1 | 1 | -15
Efflux pump inh | 0.2 | -0.1 | 0.1 | -0.1 | 0.0 | -0.1 | 0.0 | 0.0 | 0.0 | 0.1
PP1 counter | 6 | -5 | 0 | 0 | 6 | / | 2 | -5 | 0 | 1
procasp3 activ | 11 | -7 | 2 | 3 | -3 | 5 | 11 | 9 | 2 | 0

21) CC(=O)NC(=S)Nc1cc(C(F)(F)F)ccc1N1CCOCC1
22) COc1ccc2nc(Cl)c(C3CC(c4ccco4)=NN3C(=O)CCCC(=O)O)cc2c1 (stereo not given)
23) O=C(Nc1ccc(O)c2c(=O)cc(-c3cccc(Cl)c3)oc12)c1ccccc1Cl
24) CCOc1ccc(N2C(=O)c3cccnc3C2Nc2ccc(F)cc2)cc1 (stereo not given)
25) Cc1cc(Cl)c(S(N)(=O)=O)cc1OCC(N)=O
26) Fc1ccc2c(c1)C(c1ccc(N3CCOCC3)cc1)=NNC(c1cccs1)=N2
27) C=CCN(Cc1nc(-c2cc(OC)c3c(c2)OCO3)oc1C)C1CCS(=O)(=O)C1 (stereo not given)
Compound | 21 | 22 | 23 | 24 | 25 | 26 | 27
CTSL1 counter | 2 | -1 | -3 | -2 | -4 | 6 | 0
procasp7 counter | 5 | 6 | 11 | -8 | 1 | 1 | 10
TPT1 inhibitor | -1 | 0 | -4 | -1 | -5 | -3 | -2
PP5 primary | 1.4 | -4.2 | 0.3 | 1.4 | -0.1 | 2.4 | 1.2
JMJD2C inh | -7 | 3 | -22 | -5 | 4 | -2 | 3
HCV core dimer | -3 | 2 | 22 | 1 | -6 | -1 | -1
Efflux pump inh | -0.5 | -0.1 | 0.0 | 0.0 | 0.1 | 0.2 | -0.1
PP1 counter | 0 | -2 | 5 | -1 | 1 | 2 | -4
procasp3 activ | -5 | 11 | 7 | -1 | -4 | -3 | 8

Records 19 through 24 from above:
19) CCOC(=O)CCCNC(=O)CCNC(=O)c1ccc(OCC(C)C)cc1
20) Cc1ccccc1C(=O)Nc1ccnn1C1CCN(Cc2cnn(C)c2)CC1
21) CC(=O)NC(=S)Nc1cc(C(F)(F)F)ccc1N1CCOCC1
22) COc1ccc2nc(Cl)c(C3CC(c4ccco4)=NN3C(=O)CCCC(=O)O)cc2c1 (stereo not given)
23) O=C(Nc1ccc(O)c2c(=O)cc(-c3cccc(Cl)c3)oc12)c1ccccc1Cl
24) CCOc1ccc(N2C(=O)c3cccnc3C2Nc2ccc(F)cc2)cc1 (stereo not given)
Compound | 19 | 20 | 21 | 22 | 23 | 24
CTSL1 counter | -4 | -1 | 2 | -1 | -3 | -2
procasp7 counter | -1 | 2 | 5 | 6 | 11 | -8
TPT1 inhibitor | -3 | -1 | -1 | 0 | -4 | -1
PP5 primary | -0.4 | 1.5 | 1.4 | -4.2 | 0.3 | 1.4
JMJD2C inh | -4 | -3 | -7 | 3 | -22 | -5
HCV core dimer | 1 | -15 | -3 | 2 | 22 | 1
Efflux pump inh | 0.0 | 0.1 | -0.5 | -0.1 | 0.0 | 0.0
PP1 counter | 0 | 1 | 0 | -2 | 5 | -1
procasp3 activ | 2 | 0 | -5 | 11 | 7 | -1
